Source: PubChem
G6PDH counter: L. mesenteroides G6PDH inhibitors, counter-screen for G6PDH-coupled screening assays, biochemical, Leuconostoc mesenteroides enzyme | glucose-6-phosphate dehydrogenase [Leuconostoc mesenteroides] | Purified L. mesenteroides G6PDH, diaphorase/resazurin coupled fluorescence, 45 min | inhibition, % at 5 µM | actives 0.12% (n = 200,000); in the data active = inhibition above about 50%
FLuc act counter: FLuc activators, initial screening, artefact control for FLuc-dependent activation tests, biochemical, ATPlite luminescence; activation factor at 10 µM; Luciferin 4-monooxygenase (Photinus pyralis), P08659; ATPlite luciferase biochemical, 10 min; 0 = ATP-free wells, 1 = DMSO control; 200,000 tested, under 10 active;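 active = luciferase activation factor, scaled between plate controls, of at least 2 with compound at 10 µM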
Target sequence (P08659 whole entry, looked up): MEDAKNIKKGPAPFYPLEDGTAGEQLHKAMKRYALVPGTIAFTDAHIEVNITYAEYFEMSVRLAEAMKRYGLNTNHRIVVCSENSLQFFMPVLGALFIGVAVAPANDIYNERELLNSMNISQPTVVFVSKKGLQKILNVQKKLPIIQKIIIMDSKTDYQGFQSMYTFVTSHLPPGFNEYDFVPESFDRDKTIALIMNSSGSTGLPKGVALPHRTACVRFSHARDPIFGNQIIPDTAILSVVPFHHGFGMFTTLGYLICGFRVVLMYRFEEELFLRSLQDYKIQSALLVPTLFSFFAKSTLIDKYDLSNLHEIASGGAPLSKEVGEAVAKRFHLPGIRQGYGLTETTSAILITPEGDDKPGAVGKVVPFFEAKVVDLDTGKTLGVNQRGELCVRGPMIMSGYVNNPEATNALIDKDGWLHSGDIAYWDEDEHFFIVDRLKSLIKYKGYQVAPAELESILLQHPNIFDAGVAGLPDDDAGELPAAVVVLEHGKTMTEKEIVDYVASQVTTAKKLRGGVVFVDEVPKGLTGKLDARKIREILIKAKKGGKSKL
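assay system = Luciferase/luciferin detection reagent, cell-free biochemical luciferase assay | also added = ATP substrate | times = 10 min post-reagent at room temperature | measured by = luminescence from luciferase reaction | measure = luciferase activation, seen as luminescence increase over controls | benchmarks = low control with PBS replacing ATP, high control enzyme plus ATP without compound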
PMI act hi M6P: human PMI activators, high substrate, primary screen, biochemical, fluorescence intensity, near-saturating mannose 6-phosphate; AID 1216, 2008; actives 0.34% (n = 190,000); activation factor at 20 µM; Mannose-6-phosphate isomerase (Homo sapiens), P34949; coupled PMI enzyme assay, resazurin fluorescence, 20 min; active compounds read high; 1 = untreated enzyme, 0 = substrate-free blank;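 active = activation factor of 2 or more at 20 µM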
Target sequence (P34949 whole entry, looked up): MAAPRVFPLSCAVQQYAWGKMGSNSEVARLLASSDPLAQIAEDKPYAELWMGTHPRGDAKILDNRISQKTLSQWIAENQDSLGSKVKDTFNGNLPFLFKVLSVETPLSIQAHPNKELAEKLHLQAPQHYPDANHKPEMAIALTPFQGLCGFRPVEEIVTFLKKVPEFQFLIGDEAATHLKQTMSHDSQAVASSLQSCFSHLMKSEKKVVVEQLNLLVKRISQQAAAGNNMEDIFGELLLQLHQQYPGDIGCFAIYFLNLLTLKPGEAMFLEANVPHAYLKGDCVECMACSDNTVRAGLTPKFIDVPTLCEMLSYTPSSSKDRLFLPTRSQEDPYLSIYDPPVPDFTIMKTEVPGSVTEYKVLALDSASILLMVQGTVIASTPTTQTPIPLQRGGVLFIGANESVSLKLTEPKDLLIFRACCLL
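Material: human phosphomannose isomerase with PGI, G6PDH, diaphorase coupling enzymes. Quantity: 15 ng/mL PMI. Medium: HEPES pH 7.4 buffer with MgCl2 and Tween-20. Reagent: Near-saturating mannose-6-phosphate, 1.0 mM. Compound: 20 µM single dose. Times: enzyme reaction with compound 20 min at room temperature. Detection: resorufin fluorescence at Ex 544/Em 590 nm.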
Diaph act CS: compounds boosting diaphorase resazurin reduction – biochemical, uHTS, resorufin fluorescence, counter-screen for diaphorase-coupled primary assays, primary screen | Diaphorase/resazurin coupled assay, 16 min; active compounds read high; 1 = vehicle wells, 0 = NADH-free wells | activation factor at 20 µM | actives 0.005% (n = 190,000) | AID 1229, 2008;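 active = diaphorase activity raised at least twofold by the compound at 20 µM; inactive = activation factor below 2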
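Material: Purified diaphorase enzyme from Clostridium kluyveri | Buffer or medium: 50 mM HEPES pH 7.4 with 4.542 mM MgCl2, 0.005% Tween 20 | Times: 16 min enzyme reaction, ambient temperature | Signal: Red resorufin fluorescence at 544/590 nm excitation/emission | Measure: Increased resorufin signal from activators or reducing compounds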
TNAP act hiacc: TNAP activators at high phosphate acceptor level, primary screen, biochemical, luminescence, uHTS; Alkaline phosphatase, tissue-nonspecific isozyme (Homo sapiens), P05186; purified TNAP, CDP-star luminescence, 1 M DEA, 30 min; active compounds read high; 0 = EDTA background, 1 = DMSO-only activity; activation factor at 20 µM; 200,000 tested, under 10 active; AID 1136, 2008;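 active = activation factor at least 2 at 20 µM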
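Test system – human TNAP · Doses – 20 µM single point · Incubation – 30 min, room temperature · Signal – luminescent substrate turnover signal · Read-out basis – activation factor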
Diaph inh CS: diaphorase inhibitors and chemical oxidizers, primary screen, counter-screen for diaphorase-coupled primary assays, biochemical, uHTS, resorufin fluorescence; diaphorase resazurin-to-resorufin fluorescence, NADH, 16 min; bacterial (C. kluyveri) enzyme, not human; inhibition, % at 20 µM; AID 1217, 2008; actives 0.69% (n = 190,000);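 active = primary screen inhibition at 20 µM above a set limit, cut at about 50% in these data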;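 note: plate controls were DMSO with full reaction for no effect and wells lacking NADH for full effect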
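material = Clostridium kluyveri diaphorase enzyme | amount = 0.14 U/mL diaphorase, enzyme working solution | schedule = incubation 16 min, room temperature | detection = fluorescence of resorufin formed from resazurin, Ex 544/Em 590 nm | benchmarks = positive control minus NADH, DMSO neutral control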
HMGR II inh: inhibitors of E. faecalis class II HMGR, primary screen, biochemical, Enterococcus faecalis | HMG-CoA reductase (Enterococcus faecalis, mvaE) | purified E. faecalis HMGR, NADPH absorbance 340 nm kinetic | inhibition, % at 10 µM | actives 0.41% (n = 190,000) | AID 1066, 2008;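 active = inhibition above a set limit, the median over all tested compounds plus 3 SD, cut at about 9.5% in these data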;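 note: enzyme runs in reverse so mevalonate oxidation gives rising NADPH absorbance; 0% = complete reaction with DMSO and 100% = background rate lacking mevalonate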
TNAP inh noacc: human TNAP enzyme inhibitors, primary screen, biochemical, luminescent, no phosphate acceptor, uHTS; Alkaline phosphatase, tissue-nonspecific isozyme (Homo sapiens), P05186; purified TNAP, CDP-star luminescence, 30 min; inhibition, % at 20 µM; actives 0.26% (n = 200,000); AID 1012, 2008;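 active = tissue-nonspecific alkaline phosphatase inhibition above about 50% at 20 µM in the single-dose screen, limit read from the data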;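 note: 0% = DMSO negative control and 100% = EDTA positive control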
PMI activator: activators of human PMI, primary screen, biochemical, fluorescence intensity, near-Km mannose 6-phosphate. purified human PMI, coupled resazurin fluorescence, 20 min; active compounds read high; 1 = vehicle control, 0 substrate-free wells. activation factor at 20 µM. Mannose-6-phosphate isomerase (Homo sapiens), P34949. actives 0.005% (n = 190,000);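 active = activation factor of 2 or more at 20 µM, relative to plate controls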
TNAP inh hiacc: human TNAP enzyme inhibitors, primary screen, biochemical, luminescent, high phosphate acceptor level, uHTS | purified TNAP, CDP-star luminescence, 1 M DEA | inhibition, % at 20 µM | actives 0.03% (n = 200,000) | AID 1135, 2008;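 active = over 50% inhibition of tissue-nonspecific alkaline phosphatase at 20 µM in the single-dose screen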;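 note: plate controls were DMSO wells for no effect and EDTA-quenched wells as full inhibition for full effect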
Active calls of the source: *.

Molecule	G6PDH counter	FLuc act counter	PMI act hi M6P	Diaph act CS	TNAP act hiacc	Diaph inh CS	HMGR II inh	TNAP inh noacc	PMI activator	TNAP inh hiacc
CCn1c(SCC(=O)c2cc(C)ccc2C)nc2cc(S(=O)(=O)N3CCOCC3)ccc21	8	1	1	0.9	1	12	-2	-9	1	3
CSCc1nnc(NC(=O)c2ccc(S(=O)(=O)N(C)C)cc2)o1	9	1	1.1	1	1	-1	8	-4	1.1	2
COc1cc2c(cc1OC)C(=S)NC1(CCCC1)C2	8	1.1	1.2	1	1	0	-7	9	1.2	-5
CCCNC(=O)c1ccccc1NS(=O)(=O)c1ccc2c(c1)OCCO2	8	1	0.8	0.8	1	20	-9	-2	0.9	2
Cc1ccc(NC(=O)CN(C)CC(=O)Nc2cccc(F)c2)cc1S(=O)(=O)N1CCCCCC1	-3	1	1	0.8	1	25	-7	-14	0.9	-1
CC(=O)N1CC2([N+](=O)[O-])CN(C(C)=O)CC([N+](=O)[O-])(C1)C2(C)C	10	1	1	1.1	1.1	-9	-3	0	1.1	-8
Cc1ccc(S(=O)(=O)N2CCN(CC(O)c3ccccc3)CC2)cc1 (stereo unspecified)	-4	1	1	1	1	2	-5	-3	1	1
Cc1ccc(N(CC(=O)N/N=C/c2cc(C)n(-c3ccccc3)c2C)S(C)(=O)=O)c(C)c1	1	1.1	0.9	0.9	1	15	0	-15	0.8	-4
S=C(NCC1CCCO1)Nc1ccccc1 (stereo unspecified)	12	1	1	0.8	1	15	3	-8	0.9	-5
Cc1ccnc2nc(C(=O)NCCc3ccc(F)cc3)nn12	26	1.1	1.1	1.2	1.1	-21	-3	-1	1	-10

Other results
Molecule	G6PDH counter	FLuc act counter	PMI act hi M6P	Diaph act CS	TNAP act hiacc	Diaph inh CS	HMGR II inh	TNAP inh noacc	PMI activator	TNAP inh hiacc
CCCCc1c(C)c2ccc(OC)c(/C(C)=N\O)c2oc1=O	5	1	1	0.9	1	9	0	-8	1	-1
CN(C)C(=O)c1cc(S(=O)(=O)N(C)C)c(Cl)cc1N1CCCC1	14	1.2	1.1	1	1	4	-2	-3	1	-2
CCC(C)NC(=O)c1ccccc1NC(=O)C(C)N(c1ccccc1)S(C)(=O)=O (stereo unspecified)	1	1	1	1	1	-4	-4	-4	1	-3
CC1CCCCC1NC(=O)CSc1nncn1N (stereo unspecified)	8	1	0.9	1	1.1	2	-1	-7	0.9	-6
COC(=O)CSc1nnc(-c2ccc(S(=O)(=O)NCc3cccs3)cc2)o1	8	1.1	1	0.9	1	5	2	-4	1.1	-4
COC(=O)CCCCC1SCC(NC(=O)OC)C1NC(=O)OC (stereo unspecified)	-4	1.1	1	0.9	1	14	2	-12	1.1	-4
O=C(Cc1n[nH]c(=O)c2ccccc12)NCc1ccccn1	7	1	1	0.9	1	11	10*	-11	0.8	-3
CC(C)Cn1c(CN(C)Cc2ccccc2)nc2c1c(=O)n(C)c(=O)n2C	0	1	0.9	0.9	1	12	-6	-5	0.9	1
O=C(NN(C(=O)C1CC1)c1nc2ccccc2s1)C1CC1	3	1	1.1	1.1	1	-9	-1	-16	1.1	-5
Nc1[nH]n2c(=O)cc(-c3ccccc3)nc2c1N=Nc1ccc(S(N)(=O)=O)cc1	12	0.8	1	0.1	0.7	90*	-4	24	0.9	30

(continued)
Molecule	G6PDH counter	FLuc act counter	PMI act hi M6P	Diaph act CS	TNAP act hiacc	Diaph inh CS	HMGR II inh	TNAP inh noacc	PMI activator	TNAP inh hiacc
Cc1cccc(C=Nc2ccc3c(c2)oc2ccccc23)c1O	18	1	0.7	0.9	1	12	3	-1	0.8	5
COc1ccccc1CNC(=O)CCS(=O)(=O)c1ccc2c(c1)CCCN2C(C)=O	6	1	0.9	0.9	1.1	14	-6	-10	0.9	-6
COc1ccc(Cl)cc1Nc1nc(-c2sc(NC(=O)c3ccccc3)nc2C)cs1	3	1	1	0.9	1	8	-10	0	1.1	1
Cc1cc(/C=N/NC(=O)C(=O)N2CCCC2)c(C)n1-c1cccc(Br)c1	-2	1.1	0.9	0.7	1.1	26	-3	-9	0.8	-6
Cc1cccc(CCNC(=O)CCCOc2cc(=O)n(C)c3ccccc23)c1	15	1	1	0.9	1	7	-3	-7	1	5
O=C(O)CC(Cc1ccccc1)C(=O)NCC12CC3CC(CC(C3)C1)C2 (stereo unspecified)	15	1	0.9	0.9	1	7	5	-1	1	-4
O=C1OC(c2cccs2)=N/C1=C\c1ccc(-c2ccccc2Cl)o1	-21	0.9	1.1	0.8	0.9	16	-3	18	0.9	7
CCOC(=O)Cc1cc(=O)n2[nH]c(C)c(C#N)c2n1	5	1.1	1.1	1	1	-4	-5	-1	1.1	-3
Cc1ccccc1Cn1cc(S(=O)(=O)CC(=O)N2CCCCC2)c2ccccc21	14	1	0.9	0.9	1.1	10	-2	-12	0.9	-8
C/C(=C\COc1cc(=O)[nH]c2ccccc12)CCC(O)C(C)(C)O (stereo unspecified)	2	1	1.1	0.7	1.1	28	0	-13	1	-8

Other structures follow:
Under each structure: G6PDH counter	FLuc act counter	PMI act hi M6P	Diaph act CS	TNAP act hiacc	Diaph inh CS	HMGR II inh	TNAP inh noacc	PMI activator	TNAP inh hiacc
Cc1cccnc1NC(=O)Nc1ccc(F)cc1
    -1	0.9	1	1	1.1	4	-2	-16	1	-8
Cc1ccc(NC(=O)CSCC(=O)Nc2ccc(N3CCOCC3)c(Cl)c2)cc1
    8	0.9	1	0.9	1	5	-2	-8	0.9	1
O=C(CCc1nnc(CCCc2ccccc2)o1)NCCc1ccccc1
    4	1	1	1	1	5	15*	-8	1	0
S=C(NCc1cccnc1)Nc1cccc2ccccc12
    -1	1	0.9	1	1	2	1	-6	1	-4
Cc1cc(C)n(CCNCc2c(C(=O)N3C[C@@H](C)O[C@@H](C)C3)nc3ccc(Cl)cn23)n1
    5	1	1	0.9	1	12	1	-8	0.9	-2
CCC(NC(=O)Nc1nnc(C(F)(F)F)s1)(C(F)(F)F)C(F)(F)F
    13	1.1	1	0.8	1	17	-6	4	1.1	1
CCCN1C(=O)c2ccc(C(=O)NCc3ccco3)cc2C1=O
    -12	1	0.9	0.9	1	11	-3	-3	0.9	4
COc1ccc(CC(=O)OCC(=O)N2N=C(c3ccccc3)CC2c2ccc(OC)cc2)cc1 (stereo unspecified)
    4	1	0.9	0.9	1	8	1	-2	1	0
O=C(O)CN1CCNCC1
    6	1	0.9	0.9	1	10	-7	-8	1	-2
O=C(NCc1cccnc1)c1cc(C(=O)C2CC2)c[nH]1
    5	1.1	1	0.9	1	6	2	-4	1	-1

One compound at a time, as listed above.
CCCN1C(=O)c2ccc(C(=O)NCc3ccco3)cc2C1=O reads G6PDH counter = -12; FLuc act counter = 1; PMI act hi M6P = 0.9; Diaph act CS = 0.9; TNAP act hiacc = 1; Diaph inh CS = 11; HMGR II inh = -3; TNAP inh noacc = -3; PMI activator = 0.9; TNAP inh hiacc = 4
CCC(C)NC(=O)c1ccccc1NC(=O)C(C)N(c1ccccc1)S(C)(=O)=O (stereo unspecified) reads G6PDH counter = 1; FLuc act counter = 1; PMI act hi M6P = 1; Diaph act CS = 1; TNAP act hiacc = 1; Diaph inh CS = -4; HMGR II inh = -4; TNAP inh noacc = -4; PMI activator = 1; TNAP inh hiacc = -3
Cc1ccccc1Cn1cc(S(=O)(=O)CC(=O)N2CCCCC2)c2ccccc21 reads G6PDH counter = 14; FLuc act counter = 1; PMI act hi M6P = 0.9; Diaph act CS = 0.9; TNAP act hiacc = 1.1; Diaph inh CS = 10; HMGR II inh = -2; TNAP inh noacc = -12; PMI activator = 0.9; TNAP inh hiacc = -8

Remaining list, next part:
Under each structure: G6PDH counter	FLuc act counter	PMI act hi M6P	Diaph act CS	TNAP act hiacc	Diaph inh CS	HMGR II inh	TNAP inh noacc	PMI activator	TNAP inh hiacc
CC(=O)N1CCN(c2ccc(NCc3ccccc3)cc2)CC1
    6	1.1	0.8	0.9	1	15	-4	-11	0.9	-2
Cc1cc(NC(=O)CSc2nnc(C(C)N(C)C)n2-c2ccc(F)cc2)no1 (stereo unspecified)
    0	1.1	1	0.8	1	16	-3	-11	1	-4
O=C(O)/C=C/c1ccccc1Oc1ccc(Cl)cc1Cl
    5	1	1	0.8	1	22	-3	-3	1.1	-2
C=CCN=C1NN=C(c2ccc3c(c2)OCCO3)CS1
    3	0.1	1	0.9	1	8	2	-1	1	-4
COc1ccc(C=Nc2cccc3ncccc23)cc1
    22	1	0.4	0.6	1	40	-5	2	0.6	0
CCC(C)C(NC(=O)[C@@H](NC(=O)c1ccccc1F)C(C)C)C(=O)OC (stereo partly specified)
    2	1.1	1.2	1	1	-5	-2	8	1.1	-4
NC(=O)COc1ccc(/C=N/NC(=O)C2CCCN2S(=O)(=O)c2ccc(Cl)cc2)cc1 (stereo unspecified)
    8	1	0.9	0.9	1	13	-1	-19	0.9	-1
